Compound activity (PubChem)
12-hLO inh = 12-hLO (ALOX12) enzyme inhibition. purified 12-hLO, xylenol orange hydroperoxide absorbance. Potency, µM (top dose mostly 57.1 µM), inactives show at the highest dose activity change, negative = inhibition, actives largely listed as inhibitors. 150,000 compounds, 0.12% hits. AID 1452; also: potency is read from the fitted curve at half-maximal effect; nearly all actives have a fitted effect of over 55% in size; many of its hits are not listed in these tables
Target sequence (P18054 whole entry, looked up): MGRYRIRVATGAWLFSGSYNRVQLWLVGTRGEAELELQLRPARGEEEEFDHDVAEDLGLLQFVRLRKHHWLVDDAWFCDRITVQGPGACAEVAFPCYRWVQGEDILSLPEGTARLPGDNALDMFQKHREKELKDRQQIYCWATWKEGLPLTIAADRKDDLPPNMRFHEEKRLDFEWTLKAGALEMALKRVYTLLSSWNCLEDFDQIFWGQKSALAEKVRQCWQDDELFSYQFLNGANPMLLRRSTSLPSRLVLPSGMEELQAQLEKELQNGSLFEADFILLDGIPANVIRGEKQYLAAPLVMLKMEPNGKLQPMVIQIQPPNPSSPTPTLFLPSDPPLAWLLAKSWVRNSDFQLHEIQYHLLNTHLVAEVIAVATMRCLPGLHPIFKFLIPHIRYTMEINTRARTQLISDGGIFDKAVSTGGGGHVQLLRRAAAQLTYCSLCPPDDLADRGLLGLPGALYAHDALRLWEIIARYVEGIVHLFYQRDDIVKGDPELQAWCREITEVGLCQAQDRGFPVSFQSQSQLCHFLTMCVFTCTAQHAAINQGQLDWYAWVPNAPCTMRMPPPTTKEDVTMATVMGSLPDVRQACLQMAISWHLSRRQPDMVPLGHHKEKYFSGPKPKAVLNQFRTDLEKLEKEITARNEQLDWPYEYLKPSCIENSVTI
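Purified human 12hLO (150 nM), preincubated 15 min with compound, then 40 uM arachidonic acid for 30 min, room temperature, Hepes pH 7.0 with 0.01% Triton X-100. Hydroperoxide detected by ferrous iron/xylenol orange; 573/405 nm absorbance ratio gives reaction progress.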
ALOX15B inhib = inhibitors of human 15-lipoxygenase 2 (ALOX15B); O15296; 110,000 compounds, 0.56% hits; purified 15hLO-2, xylenol orange hydroperoxide absorbance; Potency, µM (top dose mostly 57.1 µM), for inactives: top-dose activity change, negative = inhibition, most hits filed as inhibitors; also: potency is read from the fitted curve at half-maximal effect; nearly all actives have a fitted effect of over 60% in size; many of its hits are not listed in these tables
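Read-out: hydroperoxide product oxidises ferrous iron, measured as xylenol orange complex via the 573-to-405 nm absorbance ratio after 30 min. Reaction: 50 nM enzyme, 15 min compound preincubation, 45 uM arachidonic acid, 90 min RT, Hepes pH 7.5 with Triton X-100.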
IMPase inh = IMPase inhibition in cells; AID 901; inhibition (IP1 accumulation), % at 46.1 µM; 120,000 tested, under 10 active; CHO-M1 cells, IP1 accumulation, HTRF TR-FRET ratio; active = well fitted curve in the direction sought with a large enough effect in the signal ratio, not every such curve was filed as active; inconclusive = small, poorly fitted or top-dose-only effect, or a change in a side signal; inactive = no such curve, though single readings can be large or run the other way; the % refers to the signal ratio;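 also: cells stimulated with carbachol in lithium chloride buffer; plate controls were DMSO basal wells for no effect and reference inhibitor wells for full effect; higher means more IMPase inhibition seen as more IP1 and lower FRET ratio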
Target sequence (P97697 whole entry, looked up): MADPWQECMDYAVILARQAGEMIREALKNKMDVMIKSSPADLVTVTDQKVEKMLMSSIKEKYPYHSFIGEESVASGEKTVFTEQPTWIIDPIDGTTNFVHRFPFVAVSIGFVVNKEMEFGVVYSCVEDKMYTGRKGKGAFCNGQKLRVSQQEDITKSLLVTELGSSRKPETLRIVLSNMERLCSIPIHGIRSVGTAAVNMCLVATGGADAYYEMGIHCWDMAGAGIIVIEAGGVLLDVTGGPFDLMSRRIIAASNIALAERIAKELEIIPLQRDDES
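The IP-One HTRF competitive assay in carbachol-stimulated CHO-M1 cells quantifies cellular IP1. Compounds spanned up to 46 uM final, and activity is expressed as AC50 from concentration-response fits of the ratio and donor data.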
PNC inhibitor = inhibitors of perinucleolar compartment assembly | PC3M PTB-GFP, PNC prevalence imaging, 16 h; hits give low values | activity change (PNC), negative = inhibition, % at 10 µM | 140,000 compounds, 3.1% hits;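 active = readout at or below -70, meaning at least 70% loss of cells showing the perinucleolar compartment, a nuclear body marking cancer cells; inconclusive = readout between -30 and a set limit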;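 also: plate controls were DMSO wells for no effect and camptothecin positive control wells for full effect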
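Compounds are pinned in duplicate onto adhered PC3M cells stably expressing GFP-tagged PTB and incubated 16 h at 37 C. Cells are then fixed, nuclei stained with Hoechst, and PNC-positive cells counted.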
Numbers without * were called inactive; u = inconclusive; x = no result given; [ ] = remark or other dose. Unless noted, calls follow the shape of the dose curve; as a rule, active = well fitted curve in the direction sought with a large enough effect; inconclusive = small, poorly fitted or top-dose-only effect, or another doubt; inactive = no such curve, though single readings can be large; an effect the other way counts as inactive or inconclusive. Unless noted, % is scaled to controls: 0 for no effect and ±100 for the full control effect.

SMILES	12-hLO inh	ALOX15B inhib	IMPase inh	PNC inhibitor
Cc1ccc(OCc2ccc(C(=O)Nc3c(C)nn(Cc4c(F)c(F)c(F)c(F)c4F)c3C)o2)c([N+](=O)[O-])c1	-1%	0%	5	-28
O=C(CCN1CCN(c2ccccn2)CC1)Nc1ccc(F)cc1	-5%	2%	-2	16
CCOC(=O)Nc1ccc2c(c1)N(C(=O)CCN(C)C)c1ccccc1S2	-15%	9%	17	58
CN(C)c1nc(N)c(C(=O)Nc2cccnc2)nc1Cl	-14%	u	x	x
C/C(=N/Oc1nc(C)cc(C)n1)c1ccc(Cl)cc1Cl	-4%	-2%	-6	16
Cc1ccc(NC(=O)c2cnccn2)cc1S(=O)(=O)N(C)C	8%	x	x	59
Cc1ccc(S(=O)(=O)NC(=O)c2cc(C)n(CCCn3ccnc3)c2C)cc1	8%	23%	-7	73
Cc1ccc(OCC(=O)Nc2ccc(S(=O)(=O)N3CCN(C)CC3)cc2)cc1	-1%	x	18[0.0738 µM]	-17
COc1ccc(NC(=O)NCCCN2CCN(c3cc(C)ccc3C)CC2)cc1	-3%	10%	-3	-5
Cc1ccc(NC(=O)c2ccccc2NS(=O)(=O)c2ccc(Cl)s2)cc1S(=O)(=O)N1CCOCC1	-4%	x	x	u
Cc1cc(C(=O)COc2ccc3ccc(=O)oc3c2)c(C)n1Cc1cccs1	1%	x	5	5
CCN(CC)C(=O)CN1C(=O)COCC1=O	5%	-1%	4	40
CCN(CC)S(=O)(=O)c1ccc(NC(=O)CSc2ncnc3ccccc23)cc1	-4%	x	x	u
O=C(CN(C(=O)CSc1nnc(COc2ccccc2)o1)c1ccc(F)cc1)NC1CCCCC1	2%	0%	3	-5
CCOc1cc(C2C(C#N)=C(N)Oc3n[nH]c(C)c32)ccc1OCCN1CCOCC1 (stereo not given)	-6%	-1%	11	17
CC/C(=N\NC(=O)CSCc1ccccc1Br)c1ccc2c(c1)OCCO2	-3%	8%	8	u
N#Cc1nc(Cc2ccccc2)oc1NCc1ccccc1Cl	-15%	-26%	6	-13
COc1cc(C2Nc3cccc4cccc(c34)N2)ccc1OC(C)=O	1%	u	0	11
CCn1c(SCC(=O)NC)nnc1C(C)C	-7%	x	12	-24
O=C(NCCc1ccccc1)C(=O)N/N=C/c1ccc2c(c1)OCO2	5%	-5%	4	-20
O=C(CCc1nc(-c2ccccc2)no1)NC1CCCCC1	6%	-10%	0	5
COc1cc(C2Nc3ccccc3C(=O)N2c2ccc(Cl)cc2)c(Cl)cc1OCC(=O)O (stereo not given)	0%	x	x	35
O=C(OCCN1C(=O)c2ccccc2C1=O)C1CCN(S(=O)(=O)c2cccs2)CC1	-3%	-1%	24	u
CCOC(=O)C1CCCN(C(=O)c2ccc(C)c([N+](=O)[O-])c2)C1 (stereo not given)	-1%	x	x	32
CCc1ccc2nc3sc(C(=O)Nc4nnc(CC)s4)c(N)c3cc2c1	3%	x	-25	16

Quoted from the listing:
Entry of CCOc1cc(C2C(C#N)=C(N)Oc3n[nH]c(C)c32)ccc1OCCN1CCOCC1 (stereo not given) in PNC inhibitor: 17
Entry of Cc1cc(C(=O)COc2ccc3ccc(=O)oc3c2)c(C)n1Cc1cccs1 in IMPase inh: 5

Continued.
SMILES	12-hLO inh	ALOX15B inhib	IMPase inh	PNC inhibitor
CC(C)c1ccccc1OCCNS(C)(=O)=O	1%	-6%	-10	-21
CCOC(=O)c1c(C)[nH]c(C(=O)COC(=O)[C@H](C)NC(=O)c2ccccc2Cl)c1C	-2%	x	-7	-15
CN(C)S(=O)(=O)c1ccc(NC(=O)CSc2nc3ccccc3n2-c2ccccc2)cc1	1%	x	x	30
CC(=O)Nc1ccc(Sc2ncccc2C(=O)Nc2cc(Cl)cc(Cl)c2)cn1	-2%	-4%	-12	67
Cc1cccc(Nc2ccccc2C(=O)OCC(=O)N(C)C2CCS(=O)(=O)C2)c1C (stereo not given)	-6%	-3%	5	27
CCNC(=O)c1ccc2c(c1)S(=O)(=O)c1ccccc1C2=O	-4%	-4%	0	27
CC(=O)N1N=C(C)CC1c1ccc(OCc2ccccc2)cc1 (stereo not given)	-4%	x	-5	-4
O=c1sc2ccccc2n1COc1ccccc1	-6%	4%	5	18
C=CCN1C(=O)C2(C(C#N)=C(N)Oc3n[nH]c(CCC)c32)c2ccccc21 (stereo not given)	0%	-4%	2	14
CCN(Cc1ccccc1)C(=O)Cn1c(=O)n(CC(=O)NCc2ccco2)c(=O)c2sccc21	-8%	-20%	-1	u
O=C(COc1ccc2ccccc2c1Br)Nc1ncn[nH]1	6%	16%	-11	-20
O=C(Nc1ccc(Cl)cn1)c1ccc(COCC(F)(F)C(F)F)o1	-2%	u	13[1.84 µM]	u
CO/N=C(/C(=O)N[C@@H]1C(=O)N2C(C(=O)O)=C(COC(N)=O)CS[C@H]12)c1ccco1	-2%	20%	x	x
O=S(=O)(Nc1cccc(-c2nc3cccnc3s2)c1)c1ccc2c(c1)OCCO2	-10%	-7%	-3	-20
Cc1cc(Br)ccc1NC(=O)c1ccccc1-c1ccccc1	-2%	x	9	33
COc1cc2nc(C)sc2cc1SC	2%	8%	2	-7
CCOC(=O)CN(C(=O)CSc1nnc2c(n1)[nH]c1ccc(F)cc12)c1ccccc1	-3%	-12%	6	-22
CCCn1c(SCC(=O)N2N=C3/C(=C/c4ccc(OC)cc4)CCCC3C2c2ccc(OC)cc2)n[nH]c1=O (stereo not given)	-1%	x	x	19
CCOC(=O)C(C(=O)N1CCOCC1)C1CCCCC1 (stereo not given)	4%	4%	-1	12
Cc1[nH]c2ccccc2c1C(=O)Cn1c(=O)oc2ccccc21	1%	3%	5	7
CC(C)C(=O)Nc1ccc(NC(=S)NC(=O)c2ccc([N+](=O)[O-])cc2)cc1	-23%	-13%	2	86
C=CCn1c(SCC(=O)c2ccc(NS(=O)(=O)c3ccccc3)cc2)nnc1-c1cccs1	-2%	0%	-1	18
CCN(CCCNC(=O)Cn1ncc2c(=O)oc3ccccc3c21)c1cccc(C)c1	8%	-11%	-1	-4
COc1cccc(C(=O)Nc2ccccc2N2CCOCC2)c1	3%	-3%	14	-11
O=C(NCCOC12CC3CC(CC(C3)C1)C2)c1cccc(Br)c1	-3%	6%	11	-19

Structures above that contain a thiophene ring, fused or not (6):
SMILES	12-hLO inh	ALOX15B inhib	IMPase inh	PNC inhibitor
Cc1ccc(NC(=O)c2ccccc2NS(=O)(=O)c2ccc(Cl)s2)cc1S(=O)(=O)N1CCOCC1	-4%	x	x	u
Cc1cc(C(=O)COc2ccc3ccc(=O)oc3c2)c(C)n1Cc1cccs1	1%	x	5	5
O=C(OCCN1C(=O)c2ccccc2C1=O)C1CCN(S(=O)(=O)c2cccs2)CC1	-3%	-1%	24	u
CCc1ccc2nc3sc(C(=O)Nc4nnc(CC)s4)c(N)c3cc2c1	3%	x	-25	16
CCN(Cc1ccccc1)C(=O)Cn1c(=O)n(CC(=O)NCc2ccco2)c(=O)c2sccc21	-8%	-20%	-1	u
C=CCn1c(SCC(=O)c2ccc(NS(=O)(=O)c3ccccc3)cc2)nnc1-c1cccs1	-2%	0%	-1	18

(listing goes on)
SMILES	12-hLO inh	ALOX15B inhib	IMPase inh	PNC inhibitor
CC(C)(C)c1ccc(C(=O)NNC(=O)C2CCCCC2)cc1	6%	x	x	50
CCOC(=O)c1[nH]c(C)c(C)c1C	0%	4%	2	-16
COc1cc(CN(C)C(C)C(=O)Nc2ccc([N+](=O)[O-])cc2Cl)ccc1OC(F)F (stereo not given)	0%	x	-2	-7
CCC(CC)NC(=O)CCc1nc2ccccc2c(=O)[nH]1	5%	-5%	-1	28
COc1cccc(C(=O)Nc2ccc(NC(=O)C(C)(C)C)cn2)c1	-1%	5%	-8	-84*
COc1ccc(C2CC(=O)Oc3cc(OC)ccc32)cc1 (stereo not given)	-1%[0.00818 µM]	-22%[0.0915 µM]	x	x
COc1cccc(C(=O)N=c2sc3c(C)ccc(OC)c3n2C)c1	3%	-4%	u	-7
CCc1ccc2c(c1)[C@H]1OCC[C@H]1[C@@H](c1cccs1)N2	0%	x	x	-109*
Cc1ccc(N2C(=O)N(CC(=O)NCc3ccc(Cl)cc3)C(=O)C2C)cc1 (stereo not given)	0%	-4%	1	32
CCCc1nc2c(nnn2Cc2ccccc2)c(=O)[nH]1	-4%	0%	8	-14
N#Cc1ccc(-c2ccc(OCC(O)Cn3nnc4ccccc43)cc2)cc1 (stereo not given)	-3%	1%	7	u
Clc1ccccc1-c1nnc2sc(-c3ccncc3)nn12	-2%	-7%	2	-9
CCCC(C(=O)NC1CCCC1)N(C(=O)Cn1nnc(-c2ccc(C)o2)n1)c1ccccc1OC (stereo not given)	-1%	-9%	11	-10
CC1=C(C(=O)OCc2ccccc2)C(c2ccc(Cl)cc2Cl)NC(=O)N1CCCCCC(=O)O (stereo not given)	-5%	x	x	42
COc1ccccc1NC(=O)N(Cc1cc2cc(OC)c(OC)cc2[nH]c1=O)CC1CCCO1 (stereo not given)	-5%	-5%	3	-4
Cc1cc(NC(=O)C2C3C=CC(C3)C2C(=O)O)no1 (stereo not given)	6%	3%	-3	0
COc1ccc(/C(N)=N/OC(=O)c2cccc([N+](=O)[O-])c2)cc1	-2%	0%	-6	31
COc1ccc(OC)c(-c2cc(C(=O)Nc3cccc(Cl)c3)no2)c1	-2%	-4%	9	-20
CCCCN(CCCC)CC(O)CN1C(=O)NC(C)(C)C1=O (stereo not given)	-2%	-7%	2	24
Cc1ccc(C(=O)c2c(NC(=O)CSc3nnc(N)s3)sc3c2CCCC3)cc1	-22%	x	x	28
Cc1ccc(-n2ncc3c(=O)n(CC(=O)NCc4ccco4)cnc32)cc1C	11%	-14%	-4	-23
COc1cc2c(cc1NC(=O)CSc1nnnn1-c1ccccc1)oc1ccccc12	2%	0%	-15	-17
CCn1c(O)c(C2=NCCCC2)c2ccccc21	-3%	-9%	-1	u
COc1cc(/C=N/NC(=S)Nc2cccc(S(=O)(=O)N(C)C)c2)ccc1O	-8%	x	x	98
COc1cc2c3c(c1)/C(=C1/SC(NC(C)=O)=NC1=O)C(=O)N3C(C)(C)C=C2C	-9%	u	3	47
The listing continues:
SMILES	12-hLO inh	ALOX15B inhib	IMPase inh	PNC inhibitor
Cc1ccccc1N1C(N)=NC(N)=NC1(C)C	10%	-1%	4	35
CCN(CC)S(=O)(=O)c1ccc(N2CCOCC2)c(NC(=O)c2ccc3ccccc3c2)c1	4%	x	x	-8
Oc1ccc(/C=N\Nc2cc(N3CCOCC3)nc(N3CCOCC3)n2)c(O)c1	-5%	x	x	100
COc1ccc(N(C(=O)C2CCCCC2)C2C=CS(=O)(=O)C2)c(OC)c1 (stereo not given)	0%	-6%	-2	16
O=C(Nc1ccc(N2CCOCC2)c2nonc12)C1CCCC1	-3%	-14%	13	-8
CCN(CC)C(=O)c1c(C)nc2ccccn12	2%	-2%	-3	48
O=C(CSc1nnc(CNc2ccc(F)cc2)n1Cc1ccccc1)N1CCOCC1	-2%	13%	-6	41
CCOc1ccc(N2C(=O)c3ccc(C(=O)OCc4c(C)noc4C)cc3C2=O)cc1	1%	-5%	0	30
Cc1ccc(N2CC(C(=O)Nc3nnc(C(C)C)s3)CC2=O)cc1 (stereo not given)	-2%	-3%	-1	20
O=C(CN(CCc1ccccc1)C(=O)CNS(=O)(=O)c1ccccc1)NCc1ccco1	0%	3%	7	u

3 of the compounds above, comma-delimited:
canonical_smiles,12-hLO inh,ALOX15B inhib,IMPase inh,PNC inhibitor
CCOc1ccc(N2C(=O)c3ccc(C(=O)OCc4c(C)noc4C)cc3C2=O)cc1,1%,-5%,0,30
Oc1ccc(/C=N\Nc2cc(N3CCOCC3)nc(N3CCOCC3)n2)c(O)c1,-5%,x,x,100
O=C(Nc1ccc(N2CCOCC2)c2nonc12)C1CCCC1,-3%,-14%,13,-8

Not all compounds are listed; rates above refer to the full screens.
